Compound activity from PubChem.
HTR5A ag ctr: HTR5A agonists in luminescence cell assay, primary screen, counter-screen for OPRM1-OPRD1 heterodimer agonist project, full-deck HTS; AID 504692, 2011; cell-based; 5-hydroxytryptamine receptor 5A (Homo sapiens), P47898; actives 0.61% (n = 340,000); activation, % at 9.3 µM; in the data active means activation mostly above about 9.5%, no sharp cut-off; inactive means mostly below about 7.6%;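 further: 0% = cells with vehicle only and 100% = reference agonist; strong numbers were not always called active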
Target sequence (P47898 whole entry, looked up): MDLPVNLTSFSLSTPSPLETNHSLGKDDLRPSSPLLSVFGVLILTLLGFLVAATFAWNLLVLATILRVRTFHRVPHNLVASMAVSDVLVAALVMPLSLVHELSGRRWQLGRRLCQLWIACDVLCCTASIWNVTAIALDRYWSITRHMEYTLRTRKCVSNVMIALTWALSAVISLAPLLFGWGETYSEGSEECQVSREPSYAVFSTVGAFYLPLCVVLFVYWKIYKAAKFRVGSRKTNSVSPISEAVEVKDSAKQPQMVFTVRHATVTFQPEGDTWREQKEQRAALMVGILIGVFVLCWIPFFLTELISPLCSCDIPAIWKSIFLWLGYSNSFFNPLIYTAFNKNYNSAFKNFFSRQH
cardiac RTF act: cardiac RTF calcium sensitivity activators, primary screen, biochemical, IANBD-TnC fluorescence, EC20 calcium. AID 493008, 2010. actives 0.24% (n = 340,000). activation, % at 7.2 µM. IANBD-labeled TnC RTF fluorescence at EC20 calcium; 0% EC20 calcium, 100% full calcium. Troponin I, cardiac muscle (Homo sapiens) + Troponin T, cardiac muscle (Homo sapiens) + …;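 active means activation above the mean over all tested compounds plus 3 SD, cut at about 30% in these data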;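 further: rise in fluorescence read as greater calcium sensitivity of cardiac thin filaments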
LANA DNA inh: inhibitors of KSHV C-LANA binding to DNA, primary screen, biochemical, fluorescence polarization, FAM-LBS DNA, MBP-C-LANA, single point; inhibition, % at 9 µM; actives 0.078% (n = 340,000);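 active means highest replicate inhibition at or above 60% at 9 µM, even if other replicates fall short; inactive means all replicates below 60% inhibition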;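 further: 0% = neutral control wells and 100% = 4 µM acridine orange control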
CAL PDZ FP: untagged CAL PDZ binding inhibitors, primary screen, biochemical, fluorescence polarization, HTS; purified CAL PDZ, TMR-peptide fluorescence polarization, 1 h; inhibition, % at 24.9 µM; actives 0.92% (n = 300,000);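 active means mean inhibition of at least 30% with at least half of replicates also reaching 30%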;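 further: 0% = DMSO neutral control and 100% = excess unlabeled competitor peptide PRC23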
HTR5A inv ctr: HTR5A inverse agonists in luminescence cell assay, primary screen, counter-screen for OPRM1-OPRD1 heterodimer inverse agonist project, full-deck HTS. 5-hydroxytryptamine receptor 5A (Homo sapiens), P47898. HTR5A cell line, inverse agonism. inhibition, % at 9.3 µM. actives 0.083% (n = 340,000); in the data active means inhibition mostly above about 23%, no sharp cut-off; inactive means mostly below about 18%;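 further: 0% = cells with DMSO and 100% = no-cell wells with DMSO; some compounds called inactive have numbers as strong as hits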
Keap1 Nrf2 FP: Keap1-Nrf2 protein-protein interaction inhibitors, primary screen, biochemical, fluorescence polarization, single point; inhibition, % at 9.4 µM; Keap1 Kelch-Nrf2 peptide fluorescence polarization, 1536-well; actives 0.15% (n = 340,000); Kelch-like ECH-associated protein 1 (Homo sapiens), Q14145; in the data active means inhibition above about 12%;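 further: human Keap1 Kelch domain with fluorescein labeled Nrf2 9mer peptide probe; 0% = neutral control wells and 100% = peptide positive control; higher means more block of Keap1 binding to Nrf2 peptide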
Target sequence (Q14145 whole entry, looked up, the tested form may be a part): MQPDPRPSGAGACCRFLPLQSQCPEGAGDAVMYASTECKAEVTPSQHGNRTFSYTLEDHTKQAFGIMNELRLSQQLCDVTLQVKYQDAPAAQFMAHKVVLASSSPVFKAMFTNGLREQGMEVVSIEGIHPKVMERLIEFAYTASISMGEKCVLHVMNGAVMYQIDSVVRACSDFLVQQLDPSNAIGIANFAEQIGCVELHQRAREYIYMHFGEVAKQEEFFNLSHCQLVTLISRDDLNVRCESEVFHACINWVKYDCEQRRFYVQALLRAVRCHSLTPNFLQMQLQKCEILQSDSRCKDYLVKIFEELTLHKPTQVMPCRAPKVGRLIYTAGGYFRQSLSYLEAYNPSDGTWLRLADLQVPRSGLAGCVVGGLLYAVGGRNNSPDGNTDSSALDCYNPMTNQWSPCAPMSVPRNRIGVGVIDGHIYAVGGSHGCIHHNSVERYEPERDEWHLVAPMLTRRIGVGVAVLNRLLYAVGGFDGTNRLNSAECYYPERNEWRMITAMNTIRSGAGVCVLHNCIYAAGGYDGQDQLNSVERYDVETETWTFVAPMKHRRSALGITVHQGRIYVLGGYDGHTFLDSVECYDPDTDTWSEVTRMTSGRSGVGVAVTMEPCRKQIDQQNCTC
MOR-DOR ag: agonists of OPRM1-OPRD1 heterodimerization, primary screen, cell-based, luminescence; cells; activation, % at 9.3 µM; actives 0.3% (n = 340,000); in the data active means activation above about 18%;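 further: 0% = vehicle-treated cells and 100% = reference agonist; values of inactives mirror those of a sister screen read the other way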
MOR-DOR inv ag: inverse agonists of MOR-DOR heterodimerization, primary screen, cell-based, luminescence; Mu-type opioid receptor (Homo sapiens) + Delta-type opioid receptor (Homo sapiens), …; cell-based MOR-DOR heterodimer luminescence, inverse agonism; AID 504357, 2011; actives 0.21% (n = 340,000); inhibition, % at 9.3 µM; in the data active means inhibition above about 22%, passing the limit was not always enough;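 further: 0% = cells with DMSO and 100% = wells without cells with DMSO; values of inactives mirror those of a sister screen read the other way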
RTF Ca sens inh: cardiac RTF calcium sensitivity inhibitors, primary screen, biochemical, IANBD-TnC fluorescence, EC70 calcium | Troponin I, cardiac muscle (Homo sapiens) + Troponin T, cardiac muscle (Homo sapiens) + … | IANBD-labeled cardiac RTF, Ca2+ fluorescence | inhibition, % at 7.15 µM | actives 0.12% (n = 340,000);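 active means inhibition above the mean inhibition of all tested compounds plus 3 SD, cut at about 17% in these data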;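 further: assay run at fixed EC70 calcium of 1.6 mM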
V-ATPase pH: regulators of yeast V-ATPase proton pumping, primary screen, pHLuorin cytosolic pH fluorescence; S. cerevisiae; response, % at 10 µM; actives 0.37% (n = 350,000); AID 504577, 2011; in the data active means response mostly above about 7.3%, no sharp cut-off; inactive means mostly below about 5.4%; further: actives read high; inactives centre near 0; some compounds called inactive have numbers as strong as hits; reference of the scale not given here
Numbers without * were called inactive; / = not tested or not shown.

structure	HTR5A ag ctr	cardiac RTF act	LANA DNA inh	CAL PDZ FP	HTR5A inv ctr	Keap1 Nrf2 FP	MOR-DOR ag	MOR-DOR inv ag	RTF Ca sens inh	V-ATPase pH
CC1CCN(S(=O)(=O)c2ccc(S(=O)(=O)NCc3ccccc3)cc2)CC1	-1	2	0.1	/	9	-1	4.4	-22	-4	-4
Cc1ccc(-n2ncc3c(NCc4cccnc4)ncnc32)c(C)c1	-4	-8	-0.2	2	-1	-1	0.0	0	-11	1
O=C(NCc1ccon1)C1CCC(=O)N(CCc2ccc(Cl)cc2)C1 (stereo not drawn)	4	-4	1.8	-3	-31	-4	0.7	-3	2	2
Cc1cc(NC(=O)CSCCc2ccncc2)no1	2	-3	-0.2	/	-5	0	-0.6	4	-7	-6
CC1(C)Cc2nc(NCCN3CCOCC3)c(C#N)cc2CO1	7	-1	-0.4	-1	-6	3	0.1	-1	4	-2
CC1CCCC(C)N1C(=O)CSc1nc2c(c(=O)n(C)c(=O)n2C)n1C (stereo not drawn)	-4	-7	1.2	0	-11	-2	-1.1	7	-9	4
COc1ccc(OC)c(NC(=O)/C=C/c2ccccc2[N+](=O)[O-])c1	0	6	-1.3	-3	2	1	0.6	-3	4	-1
O=C(Nc1ccc(F)cc1F)N1CCCCCC1	-1	-2	0.2	-3	6	3	-2.0	11	1	-1
Cc1ccc(S(=O)(=O)NCC(=O)OCc2nnc(-c3ccccc3)o2)cc1C	2	-5	1.7	-6	-4	-5	0.7	-4	-4	-3
O=C(NC12CC3CC(CC(C3)C1)C2)c1cc([N+](=O)[O-])ccc1N1CCOCC1	-2	0	3.5	1	0	-4	0.2	-1	6	0
Cc1ccc(S(=O)(=O)N(CC(=O)N=Nc2c(O)[nH]c3ccccc23)c2ccc(C)c(C)c2)cc1	0	0	0.2	0	3	-4	-2.0	9	0	1
CCn1ncc(NC(=S)NCCc2ccc(OC)c(OC)c2)c1C(N)=O	-4	5	-0.3	/	23	-7	-0.6	3	-9	3
CCN(CC)CC#CCC(O)(c1ccccc1)C1CCCC1 (stereo not drawn)	-3	9	0.1	5	-25	-3	0.0	0	-5	1
COC(=O)c1sccc1NC(=O)c1cccc(OC)c1	-2	-4	0.9	0	5	1	3.2	-16	1	-3
O=C(Nc1ccc([N+](=O)[O-])cc1)c1ccccc1F	5	1	1.0	4	-13	-5	1.6	-12	-11	15*
COc1cc(OC)cc(C(=O)NNC(=O)CCC(=O)c2cccs2)c1	-2	-1	-0.3	-3	-4	2	-3.7	12	-4	-4
CC(=O)N1CCN(C(=S)Nc2cc(S(=O)(=O)N3CCOCC3)ccc2Cl)CC1	-3	3	1.0	-4	7	-1	-1.6	8	-4	-5
CC(C)CNC(=O)CN1c2cccc3cccc(c23)S1(=O)=O	3	-1	0.9	-5	-9	-8	0.6	-3	-3	0
CSc1nnc(C)c(=O)[nH]1	-1	-1	1.3	-3	15	1	-2.9	16	5	1
O=C(OCC(=O)N1CCN(c2ccccc2)CC1)c1cc(Cl)ccc1[N+](=O)[O-]	1	-3	-0.8	-1	-2	-6	1.1	-6	6	3
COc1ccc(NC(=O)CN(C)C(=O)c2n[nH]c3ccccc23)cc1	0	1	0.7	1	-1	1	-3.1	17	-2	2
O=C(CCCc1ccccn1)c1cccc2ccccc12	1	-10	0.5	-3	-3	-7	-1.9	9	-3	-1
CCOC(=O)N1CCC(N2CCN(CCC(C)C)C(CCO)C2)CC1 (stereo not drawn)	4	-6	-0.1	-3	-23	1	-2.2	14	-5	2
Cc1cc([N+](=O)[O-])nn1CC(=O)Nc1c(C)n(C)n(-c2ccccc2)c1=O	1	18	0.2	-3	-3	-2	-0.4	2	-5	2
COc1cc2c(cc1OC)CN(C(=O)/C=C/c1ccc(F)cc1)CC2	2	-3	0.8	-6	-5	2	-1.1	6	5	-1
COc1cccc(C2CC(c3cccc(C)c3)n3ncnc3N2)c1 (stereo not drawn)	0	5	-0.3	/	1	1	-3.0	15	-3	1
CSCCC(NC(=O)c1ccco1)c1nc2ccccc2[nH]1 (stereo not drawn)	-2	-2	0.2	-1	7	2	-1.7	8	1	-3
O=C(COC(=O)c1nc(Cl)ccc1Cl)Nc1ccc2[nH]c(=O)[nH]c2c1	1	10	2.4	-4	-2	-4	0.3	-2	-4	1
CCc1ccc(NC(=O)CC2C(=O)NCCN2C(=S)Nc2ccccc2)cc1 (stereo not drawn)	3	2	1.2	-1	8	-3	-1.2	6	5	4
Cc1ccc(C(=O)Nc2ccc(N3CCCC3)cc2)c(C)c1	-2	0	1.7	7	10	-5	-2.5	13	-2	-2

(list continues)
structure	HTR5A ag ctr	cardiac RTF act	LANA DNA inh	CAL PDZ FP	HTR5A inv ctr	Keap1 Nrf2 FP	MOR-DOR ag	MOR-DOR inv ag	RTF Ca sens inh	V-ATPase pH
O=C1OC(Nc2cc(Br)cc3cccnc23)c2ccccc21 (stereo not drawn)	1	0	1.3	-2	2	-1	11	-67	-2	-3
CC1CCCC(C)N1/N=C/c1ccc(C(=O)O)cc1 (stereo not drawn)	4	-3	0.9	-2	-11	1	-2.1	10	2	-2
CN(C(=O)CN(CCO)CC(=O)N(C)C(C)(C)Cc1ccccc1)C(C)(C)Cc1ccccc1	1	5	-2.3	-2	-21	-5	-0.8	4	10	1
CCc1nc2ccccc2c(=O)n1NCCc1ccccc1	-1	-4	-1.0	1	-2	-3	0.5	-3	-1	1
O=C(/C=C/c1ccccc1)Nc1cc(S(=O)(=O)N2CCOCC2)ccc1N1CCCC1	-1	-7	0.0	-4	17	-3	-4.0	20	5	-3
CCN(c1ccccc1)S(=O)(=O)c1ccc(C(=O)N2CCN(c3ccccc3)CC2)cc1	-1	-2	-0.1	85*	3	7	-1.9	10	-1	4
Cc1sc2ncn(CC(=O)NCC3COc4ccccc4O3)c(=O)c2c1S(=O)(=O)N1CCCCC1 (stereo not drawn)	-1	4	-0.2	2	14	-3	-1.6	8	-6	5
Nc1cc(=O)[nH]c(SCC(=O)Nc2ccc(Cl)c(Cl)c2)n1	0	1	0.0	-4	7	0	-1.4	7	-3	2
Cc1[nH]c(=O)c(C#N)c(C)c1CCC(=O)Nc1cc(S(C)(=O)=O)ccc1Cl	-1	0	1.3	/	-8	-6	0.1	0	-20	4
CCC1=NN2C(=N)/C(=C\c3cccn3-c3ccc(C)c(C)c3)C(=O)N=C2S1	-1	-4	2.4	-3	3	-3	1.7	-12	-1	4
COC(=O)C1=C(C)NC(=O)CC1c1cccc(OC)c1OC (stereo not drawn)	4	-5	0.7	-4	-17	3	-2.6	14	4	3
COc1ccc(CCNC(=O)c2noc(C(C)C)c2[N+](=O)[O-])cc1OC	-2	-4	0.9	-1	6	0	-2.4	14	-6	2
Cc1c(Cl)cccc1NC(=S)N1CCN(C(=O)C2CCCO2)CC1 (stereo not drawn)	-3	-4	2.1	0	11	4	-0.6	3	-6	-1
CC(=O)c1ccc(NC(=O)C(C)OC(=O)COc2ccc(C#N)cc2)cc1 (stereo not drawn)	0	-4	1.2	0	-2	5	-1.0	6	-1	1
O=S1(=O)C=CC(Nc2cccc(Cl)c2)C1 (stereo not drawn)	1	-2	-2.6	-3	-20	-3	-0.5	2	-15	1
COc1ccc(OCC(=O)NC(=S)NNC(=O)COc2ccc(Br)cc2Cl)cc1	2	-3	-0.4	4	-5	2	-1.2	6	8	2
COC(=O)CSc1nc2ccc(N)cc2s1	1	1	-3.1	-1	29	0	-0.9	4	-8	1
CC(C)c1ccc(N=C2N=C(N)c3ccccc32)cc1	1	-3	0.9	-2	-3	-1	-1.9	10	1	2
COc1cc(C)c(C(=O)Oc2cc(C)c(C(=O)O)c(O)c2C)c(OC)c1C	-2	-2	1.5	-1	9	1	0.2	-1	-7	3
N#Cc1c(N2CCOCC2)nsc1-c1ccccc1	-2	-4	-0.5	-3	9	-3	-2.5	13	2	-3
CC(=O)c1ccc(OCC(=O)Nc2cccc(S(=O)(=O)N3CCCC3)c2)cc1	5	0	0.6	-5	-12	-11	2.4	-10	-2	2
COc1ccc(CC(=O)Nc2cccc(S(=O)(=O)N3CCOCC3)c2)cc1OC	0	0	-0.1	5	0	-6	-0.5	2	1	-3
CC(C)(C)NC(=O)COc1ccc(CNCc2cccnc2)cc1	-6	5	1.3	-3	14	-2	-2.0	9	-2	1
CSc1nc(C)cc(OCCNS(=O)(=O)c2ccc(C)cc2)n1	2	4	0.7	/	-30	-3	-0.6	4	-4	-2
N#CC1=C(Nc2ccccc2)SC=C(c2ccc(Br)cc2)N=C1N1CCOCC1	3	-2	-0.9	-2	-8	-8	-1.2	5	2	5
COC(=O)c1ccc(C(=O)OC)nc1	0	15	0.0	-1	5	-2	-0.1	1	-2	2
COP(=O)(OC)C(Nc1ccc([N+](=O)[O-])cc1)c1ccccc1 (stereo not drawn)	6	-1	-0.9	/	0	0	-0.5	3	-11	-10
c1ccc(COc2ccccc2CNC23CC4CC(CC(C4)C2)C3)cc1	7	-7	-1.4	0	-26	0	4.1	-29	-5	0
Cc1cc(=O)[nH]c(N/N=C/c2ccccc2C(F)(F)F)n1	-3	4	0.4	/	-52	1	-1.8	10	-3	-3
CCOC(=O)[C@H]1O[C@@H]1C(=O)N[C@@H](CC(C)C)C(=O)NCCC(C)C	6	0	0.1	-5	-27	-5	-0.5	3	-1	-3

Next section.
structure	HTR5A ag ctr	cardiac RTF act	LANA DNA inh	CAL PDZ FP	HTR5A inv ctr	Keap1 Nrf2 FP	MOR-DOR ag	MOR-DOR inv ag	RTF Ca sens inh	V-ATPase pH
CCN(CC)c1nc(C)nc2c1sc(=S)n2C	-3	1	-0.3	-1	8	-3	4.9	-23	-17	-1
O=[N+]([O-])c1cccc(NC2=NCCC2)c1	3	-5	1.6	-1	4	-3	-0.7	5	-8	-3
CCCCCCCC1(C)NC(=O)NC1=O (stereo not drawn)	0	-1	0.9	0	-18	-1	0.3	-1	-15	2
O=C(c1ccc2snnc2c1)N1CCN(c2ccccc2)CC1	1	2	0.9	-4	-11	-2	-1.4	8	0	11

Some of the entries so far, field by field.
CCCCCCCC1(C)NC(=O)NC1=O (stereo not drawn)
- HTR5A ag ctr = 0
- cardiac RTF act = -1
- LANA DNA inh = 0.9
- CAL PDZ FP = 0
- HTR5A inv ctr = -18
- Keap1 Nrf2 FP = -1
- MOR-DOR ag = 0.3
- MOR-DOR inv ag = -1
- RTF Ca sens inh = -15
- V-ATPase pH = 2

O=C(c1ccc2snnc2c1)N1CCN(c2ccccc2)CC1
- HTR5A ag ctr = 1
- cardiac RTF act = 2
- LANA DNA inh = 0.9
- CAL PDZ FP = -4
- HTR5A inv ctr = -11
- Keap1 Nrf2 FP = -2
- MOR-DOR ag = -1.4
- MOR-DOR inv ag = 8
- RTF Ca sens inh = 0
- V-ATPase pH = 11
